Screening results deposited in PubChem by Sanford-Burnham Center for Chemical Genomics.
SENP8 block-1 = SENP8 protease inhibition | Q96LD8 | purified SENP8, Z-RLRGG-aminoluciferin cleavage, luminescence | inhibition, % at 10 µM | 1.2% of 330,000 active | AID 2540; in the data active means inhibition above about 50%
SENP8 block-2 = SENP8 (human) protease inhibition | recombinant SENP8, Nedd8 substrate fluorescence | Q96LD8 | AID 602440 | 0.64% of 360,000 active | inhibition, % at 20 µM; in the data active means inhibition mostly above about 40%, no sharp cut-off; inactive means mostly below about 27%
SENP1 FRET inh = blocks the human SENP1 SUMO protease catalytic domain. recombinant SENP1 catalytic domain, CyPet-SUMO1-YPet FRET cleavage. 0.21% of 360,000 active. Q9P0U3. inhibition, % at 10 µM;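 active means inhibition at least 30% at 10 µM, raw YFP signal under a set limit, fluorescence ratio 0.5 to 1.5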;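 further: 0% = enzyme with DMSO and 100% = no enzyme wells; some results filed as inactive read as strong as hits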
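Assay system: hSENP1 catalytic domain, recombinant. Amount: SENP1 enzyme, 20 pM final. Schedule: 50 min reaction, RT, dark. Technique: FRET, CFP and YFP emission. Control set: no-enzyme wells low, DMSO-plus-enzyme wells high control.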
SENP6 block = SENP6 protease inhibition; Recombinant SENP6 catalytic domain, aminoluciferin luminescence; inhibition, % at 10 µM; 1.8% of 330,000 active;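 active means inhibition above about 50% at the single tested dose, limit read from the data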;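 further: plate controls were DMSO wells with enzyme for no effect and DMSO wells lacking enzyme for full effect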
SENP7 block = inhibitors of human SENP7 protease | AID 434973 | inhibition, % at 5 µM | recombinant SENP7, Z-RLRGG-aminoluciferin luminescence, 40 min | 1.5% of 330,000 active;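 active means inhibition above about 50% at the single test dose, limit read from the data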;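 further: plate controls were DMSO with enzyme for no effect and no enzyme buffer wells for full effect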
Apaf-1 inh = blocks human Apaf-1 apoptosome activity; O14727; reconstituted apoptosome caspase-3 activity, DEVD-Rh110 fluorescence; inhibition, % at 20 µM; 0.71% of 330,000 active; AID 489030; active means inhibition of at least 40% at 20 µM;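 further: plate controls were DMSO wells for no effect and DEVD-CHO caspase inhibitor wells for full effect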
Target sequence (O14727 whole entry, looked up): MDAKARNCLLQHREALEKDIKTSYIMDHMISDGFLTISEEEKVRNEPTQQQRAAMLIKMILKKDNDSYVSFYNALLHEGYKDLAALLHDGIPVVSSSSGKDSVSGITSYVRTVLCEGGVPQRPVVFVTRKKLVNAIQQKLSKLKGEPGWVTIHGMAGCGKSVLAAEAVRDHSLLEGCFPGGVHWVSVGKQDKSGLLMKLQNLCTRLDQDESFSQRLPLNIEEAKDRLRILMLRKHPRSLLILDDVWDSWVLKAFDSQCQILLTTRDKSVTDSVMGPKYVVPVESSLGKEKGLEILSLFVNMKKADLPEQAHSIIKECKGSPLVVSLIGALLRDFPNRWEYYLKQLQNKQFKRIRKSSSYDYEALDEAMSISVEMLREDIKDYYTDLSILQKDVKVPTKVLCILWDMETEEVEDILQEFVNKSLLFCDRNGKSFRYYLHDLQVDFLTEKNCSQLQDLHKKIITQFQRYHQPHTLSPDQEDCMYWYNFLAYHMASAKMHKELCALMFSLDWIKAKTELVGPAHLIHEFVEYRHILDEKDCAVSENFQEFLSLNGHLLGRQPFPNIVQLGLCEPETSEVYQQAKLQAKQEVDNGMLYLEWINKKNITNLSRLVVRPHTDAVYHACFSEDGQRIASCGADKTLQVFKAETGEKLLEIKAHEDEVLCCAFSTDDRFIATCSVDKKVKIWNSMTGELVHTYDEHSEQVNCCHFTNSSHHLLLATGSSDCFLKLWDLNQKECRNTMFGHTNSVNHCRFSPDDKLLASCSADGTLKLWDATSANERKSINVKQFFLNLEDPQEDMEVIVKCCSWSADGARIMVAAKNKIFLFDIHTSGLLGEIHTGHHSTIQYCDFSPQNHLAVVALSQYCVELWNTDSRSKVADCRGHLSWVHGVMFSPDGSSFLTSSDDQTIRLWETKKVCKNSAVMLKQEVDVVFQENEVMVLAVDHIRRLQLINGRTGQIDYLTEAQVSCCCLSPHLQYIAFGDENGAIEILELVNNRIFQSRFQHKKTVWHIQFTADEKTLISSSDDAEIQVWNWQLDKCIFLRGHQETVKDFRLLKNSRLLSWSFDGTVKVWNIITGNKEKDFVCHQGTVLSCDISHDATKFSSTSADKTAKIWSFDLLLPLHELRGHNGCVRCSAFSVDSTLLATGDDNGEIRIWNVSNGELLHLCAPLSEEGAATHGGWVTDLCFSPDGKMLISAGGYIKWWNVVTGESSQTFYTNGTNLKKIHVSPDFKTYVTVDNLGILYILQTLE
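System: reconstituted apoptosome with Apaf-1, cytochrome c, caspase-9, procaspase-3, dATP; Signal: Rh110 fluorescence intensity; Schedule: 30 min compound preincubation, 50 min activation, room temperature; Reagent: cytochrome c trigger plus (Z-DEVD)2-Rh110 caspase-3 substrate.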
PfGluPho inh = PfG6PD (Plasmodium falciparum) enzyme inhibition; PfGluPho enzyme, NADPH resazurin-diaphorase fluorescence; inhibition, % at 20 µM; 0.78% of 350,000 active;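 active means inhibition reaching at least a set limit at 20 µM in the primary screen, cut at about 59% in these data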;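 further: 0% = DMSO wells with substrate and 100% = DMSO wells lacking glucose-6-phosphate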
HKDC1 inh = HKDC1 (human) hexokinase inhibition; Q2TB90; recombinant HKDC1, G6PDH/diaphorase resazurin coupled fluorescence; inhibition, % at 20 µM; 0.16% of 340,000 active; AID 493160;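 active means inhibition above about 35% when tested at 20 µM, limit read from the data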;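 further: plate controls were DMSO wells with enzyme for no effect and DMSO wells lacking enzyme for full effect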
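Incubation: 90 min at room temperature in dark / Material: recombinant HKDC1 (HK5) hexokinase enzyme, produced in-house / Quantity: enzyme 5 µg/mL final / Compound: one dose of 20 µM, 1% DMSO / Reagent: glucose and ATP substrates / Buffer or medium: Tris pH 8.0 buffer with MgCl2, Tween-20, BSA, BME / Technique: resorufin fluorescence at 613 nm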
Active calls of the source: *; nt = no result given.

SMILES	SENP8 block-1	SENP8 block-2	SENP1 FRET inh	SENP6 block	SENP7 block	Apaf-1 inh	PfGluPho inh	HKDC1 inh
O=C(NC(Cc1c[nH]c2ccccc12)C(=O)O)c1ccco1 (stereo not drawn)	-6	-1	0	10	-4	1	10	0
COc1ccc(OCC(=O)OC2CCN(C)CC2)cc1	2	26	-1	-2	5	2	2	2
CCNC(=S)N1CCN(CCNC2=CC(=O)CC(C)(C)C2)CC1	-1	6	-8	-6	10	0	8	-12
CN1CCN(S(=O)(=O)c2ccc(NC(=O)Cc3cccs3)cc2)CC1	5	-7	-79	-4	-4	-18	-7	-5
COc1cc(NC(=O)c2ccc(OC)c([N+](=O)[O-])c2)ccc1NC(=O)c1ccco1	3	32	3	-2	5	-9	2	-2
CCOc1ccc(C(=O)NCC(=O)OCc2c(F)cccc2Cl)cc1	0	14	0	-10	-4	7	26	-5
COc1cccc(C(=O)C2CCCN(Cc3cccc(-n4cccn4)c3)C2)c1 (stereo not drawn)	-4	32	2	-2	-12	8	6	-3
COc1ccc(C(=O)NC(=S)N2CCCCC2)cc1[N+](=O)[O-]	-7	21	2	3	-9	1	7	-7
COc1cc(C(c2c(NC(=O)c3ccco3)sc(C)c2C)N2CCOCC2)cc(OC)c1OC (stereo not drawn)	-3	-41	9	-6	1	27	-21	8
CCOc1ccc(CCNC(=O)C2CCCN2C(=O)OCc2ccccc2)cc1OCC (stereo not drawn)	-4	10	1	-11	-8	10	-5	-8
Cc1nc2ccc(S(=O)(=O)N(C)CC(=O)N3CCc4ccccc4C3)cc2s1	1	38	-3	-6	-3	8	2	-5
Cc1cccc(C(=S)N2CCOCC2)n1	8	-2	1	3	-2	-18	-6	-3
C[C@@]12C(=O)N(Cc3ccccc3)CC(=O)N1[C@H]1c3ccccc3OC[C@@H]1[C@@H]2c1ccccc1	-1	12	5	2	9	27	-18	8
CC1CCCN(C(=S)Nc2ccc3nc4n(c(=O)c3c2)CCCCC4)C1 (stereo not drawn)	2	-58	0	-23	0	6	11	-9
COc1cc(C2C(C#N)=C(N)Oc3cc(N)ccc32)cc(OC)c1OC (stereo not drawn)	-2	-304	-16	12	-2	0	9	1
Cc1cccn2c(=O)c3cc(C(=O)NCCCOC(C)C)sc3nc12	7	-292	-24	-24	17	9	2	4
CC(C)(C)C(=O)N1CCN(c2ccc([N+](=O)[O-])c(NCc3cccnc3)c2)CC1	0	28	1	-7	0	5	20	-3
O=[N+]([O-])c1ncccc1OCc1ccc(Cl)c(Cl)c1	10	5	-1	30	15	15	5	1
COc1cc(/C=C/C(=O)O)cc(S(=O)(=O)Nc2ccccc2Oc2ccccc2)c1OC	-2	24	2	5	14	-13	-6	-5
On1nnc2ccccc21	-5	8	0	-12	-6	-11	-1	-5
Cc1ccccc1NC(=O)CON=C(N)c1ccccc1	3	12	1	-2	7	-12	10	-6
COc1ccc(Cl)cc1NC(=O)Nc1ccccc1C(N)=O	-6	-61	1	-8	3	-2	8	-7
O=C(NN=c1c(=O)c2ccccc2c1=O)c1ccccc1	71*	69*	3	76*	84*	96*	41	7
O=C(/C=C/c1ccc(NC(=O)c2ccccc2-c2ccccc2C(=O)O)cc1)c1ccccc1	-12	-256	-25	14	-12	22	-22	22
COC(=O)c1ccc(N(C(=O)CNC(=O)c2ccco2)C(C(=O)NCC2CCCO2)c2ccc(OC)c(OC)c2)cc1 (stereo not drawn)	1	14	2	-4	-8	7	4	7
COc1ccc(C2CCCN2C(=S)Nc2cccc(C)c2C)cc1OC (stereo not drawn)	-4	10	2	12	0	-4	7	-4
O=[N+]([O-])c1cccc(C(=Nc2ccccc2)NO)c1	-4	-17	4	-19	4	3	-12	13
CSc1ccc(/C=N/n2c(C3CCCCC3)n[nH]c2=S)cc1	0	6	2	-3	-1	20	4	-1
Cc1onc(-c2c(F)cccc2Cl)c1C(=O)OCc1cnc(Cl)s1	-3	2	1	-18	6	6	14	-10
O=C(CNC(=O)c1ccc(Cl)cc1Cl)OC1CCCCC1=O (stereo not drawn)	4	15	0	-2	5	-4	14	-5
O=C(Nc1cccc(C(=O)NC2CC2)c1)c1ccccc1	nt	12	0	nt	nt	nt	10	-5
S=C(NCc1ccccc1)N1CCc2ccccc2C1	2	3	0	4	4	1	12	-7
O=C(/C=C\NCC(=O)c1ccccc1)c1ccc2ccccc2c1	-9	-23	-9	-25	-10	11	9	2
CN1CCN(CC(O)COC(c2ccccc2)c2ccccc2)CC1 (stereo not drawn)	-7	7	-1	3	9	3	-12	1
COc1ccccc1-c1cc(C(=O)Nc2c(F)cc(F)cc2Br)no1	-11	-26	-1	-21	-10	6	-11	4
Cc1ccc(C(=O)OCC(=O)Nc2ccc3[nH]c(=O)[nH]c3c2)o1	-2	11	0	1	1	2	-5	3
CC(C)Oc1cccc(C(=O)C2CCCN(C(=O)c3csnn3)C2)c1 (stereo not drawn)	3	5	4	8	-9	1	12	-7
COc1cc(OC)cc(C(=O)NNC(=O)CN2C(=O)NC3(CCCC3)C2=O)c1	3	17	3	7	0	-9	-3	-3
Cc1ccc(N2C(=O)c3ccccc3C2C(=O)c2ccc(O)cc2O)cc1 (stereo not drawn)	5	3	2	-5	-1	18	4	11
Cc1ccc(CS(=O)(=O)CCC(=O)NCCc2ccccc2)cc1	7	14	2	12	5	3	-2	-6
COC(=O)CSC(=S)N1C(C)CCCC1C (stereo not drawn)	-6	6	2	-24	-9	12	3	20
CCCc1[nH]nc2c1C(c1ccc(OCCN3CCOCC3)c(OCC)c1)C(C#N)=C(N)O2 (stereo not drawn)	3	5	4	5	2	-23	-1	-12
CCN(CC)C(=O)CSCC(=O)Nc1ccccc1	-3	5	1	4	2	-24	-1	-6
COC(=O)CSc1nc(C2CC2)nc2ccccc12	-6	5	0	-10	-4	-1	-2	-3
CS(=O)(=O)Nc1ccc(C(=O)Nc2ccccc2-c2ccccc2)cc1	3	-11	0	7	-2	1	17	-3
Cc1cccc(-n2c(C)nc3cc(C(=O)NCC4CCCO4)ccc32)c1 (stereo not drawn)	2	11	1	11	-6	-1	-4	-4
Cc1ccc2c(CSc3nc4ccccc4c(=O)n3CCCO)cc(=O)oc2c1	nt	-18	-2	nt	nt	nt	20	2
Clc1cccc(N2CCN(c3nnnn3-c3ccccc3)CC2)c1	-3	15	2	12	1	7	-13	-3

A different layout for 2 compounds above.
COc1cc(OC)cc(C(=O)NNC(=O)CN2C(=O)NC3(CCCC3)C2=O)c1
  SENP8 block-1 = 3	SENP8 block-2 = 17	SENP1 FRET inh = 3	SENP6 block = 7	SENP7 block = 0	Apaf-1 inh = -9	PfGluPho inh = -3	HKDC1 inh = -3
Cc1ccc(N2C(=O)c3ccccc3C2C(=O)c2ccc(O)cc2O)cc1 (stereo not drawn)
  SENP8 block-1 = 5	SENP8 block-2 = 3	SENP1 FRET inh = 2	SENP6 block = -5	SENP7 block = -1	Apaf-1 inh = 18	PfGluPho inh = 4	HKDC1 inh = 11

Three compounds out of the list above, sorted by their value in SENP7 block, low to high.
structure	SENP1 FRET inh	SENP6 block	SENP7 block	PfGluPho inh	HKDC1 inh
COC(=O)CSc1nc(C2CC2)nc2ccccc12	0	-10	-4	-2	-3
COc1cc(OC)cc(C(=O)NNC(=O)CN2C(=O)NC3(CCCC3)C2=O)c1	3	7	0	-3	-3
CCCc1[nH]nc2c1C(c1ccc(OCCN3CCOCC3)c(OCC)c1)C(C#N)=C(N)O2 (stereo not drawn)	4	5	2	-1	-12

(cont.)
SMILES	SENP8 block-1	SENP8 block-2	SENP1 FRET inh	SENP6 block	SENP7 block	Apaf-1 inh	PfGluPho inh	HKDC1 inh
COc1cc(C)c(CN2CCN(CC(=O)Nc3ccccc3C(=O)NC3CC3)CC2)cc1OC	9	-1	2	-31	-9	1	-19	-12
CCS(=O)(=O)n1nc(-c2ccco2)nc1N	-2	20	3	-3	-11	1	-5	12
CCOc1ccccc1NC(=O)CCNS(=O)(=O)c1ccccc1	-12	24	1	-14	-15	1	-3	-4
COc1ccccc1N1CCN(C(CNS(=O)(=O)c2cccs2)c2cccnc2)CC1 (stereo not drawn)	-7	0	0	-8	-11	19	4	-2
O=C(Nc1c(S(=O)(=O)c2ccccc2)csc1Br)c1ccccc1Cl	-5	5	-1	-15	-12	8	-7	-7
O=C(CNC(=O)Cc1ccccc1)NCC(=O)OCC(=O)c1cccc2ccccc12	3	10	-1	3	-5	-10	5	-4
COc1nn(CC(=O)N2N=C(C)CC2(O)C(F)(F)F)cc1[N+](=O)[O-] (stereo not drawn)	-2	14	3	4	5	-3	-2	1
COCCN(C)Cc1cn(-c2ccc(F)cc2F)nc1-c1ccccc1C	5	9	0	2	3	4	6	-13
Cc1cc(=O)oc2cc(OC(C)C(=O)NCCc3ccc(S(N)(=O)=O)cc3)ccc12 (stereo not drawn)	-9	-183	4	-9	12	5	3	-5
CCC1(C)Cc2c(sc3nc(SCC(=O)O)[nH]c(=O)c23)CO1 (stereo not drawn)	-1	-25	-2	-8	1	-8	-7	-10
COc1ccc(CCNC(=O)CCSCc2ccccc2F)cc1OC	-1	19	0	-23	-2	-1	8	2
NCC(c1ccco1)c1c[nH]c2ccccc12 (stereo not drawn)	-2	-23	-13	2	10	7	-6	-2
O=C(CCc1ccccc1)NCC1OCCc2ccccc21 (stereo not drawn)	-2	8	0	-26	1	-3	9	0
Cn1c(NC(=O)/C=C/c2ccccc2)cc(=O)n(C)c1=O	-5	10	3	-21	0	-1	14	-15
CCN1CCN(c2cc(C)c3cc(NC(=O)c4ccc(C)c(C)c4)ccc3n2)CC1	-4	-164	-2	28	10	28	-5	0
Cc1cc(OCC(=O)NCC(C)C)cc(C)c1Br	-10	19	2	-22	-5	4	-3	-2
CCOc1ccc(/C=N/NC(=O)CSc2ccccn2)cc1O	-7	2	1	-4	3	-17	0	-3
COc1ccc2c(=O)cc(-c3cccnc3)oc2c1OC	7	14	0	2	7	-6	-14	1
O=C(C[N+]1(CC#Cc2ccccc2)CCCCC1)c1ccc(Cl)cc1	-7	18	0	-42	-1	10	-14	8
CCCCN(C(=O)CCC(=O)Nc1cc(C)on1)C(C(=O)NC(C)(C)C)c1cccc(OC)c1OC (stereo not drawn)	-7	18	2	0	1	-6	-15	-6
Cc1ccccc1NC1=C(Cl)C(=O)N(C2CCCCC2)C1=O	-7	18	-1	-2	2	19	7	1
CC(Sc1nc2cc(Cl)ccc2s1)C(=O)Nc1ccc2c(c1)OCO2 (stereo not drawn)	2	-10	-3	4	3	-8	26	0
C#CCN(C(=O)c1cc(COc2ccc(C)c(C)c2)on1)C1CCCCC1	2	0	-1	-1	-2	27	14	4
CCCSc1nc(-n2ncc(C#N)c2N)c2c3c(sc2n1)CCC(C)C3 (stereo not drawn)	-2	1	-7	-6	-10	22	11	-6
CCOC(=O)c1c(C)[nH]c(C(=O)Cn2nnc(-c3ccccc3Cl)n2)c1C	3	35	1	-1	4	5	0	3
CCN1CCN(S(=O)(=O)c2ccc(Cl)c(C(=O)Nc3nnc(C)s3)c2)CC1	-3	-1	1	-10	0	-1	10	-3
COc1ccc(S(=O)(=O)N2CCC3(CC2)CC(=O)c2ccccc2O3)cc1OC	-4	-3	4	-13	-2	23	-9	-8
Cc1nc(NC(=O)/C=C/c2ccccc2)sc1C(=O)Nc1cccc(Cl)c1	3	-197	2	2	11	7	6	12

Reprinted at random: two records from the list.
SMILES	SENP8 block-1	SENP8 block-2	SENP1 FRET inh	SENP6 block	SENP7 block	Apaf-1 inh	PfGluPho inh	HKDC1 inh
CCOC(=O)c1c(C)[nH]c(C(=O)Cn2nnc(-c3ccccc3Cl)n2)c1C	3	35	1	-1	4	5	0	3
Cc1nc(NC(=O)/C=C/c2ccccc2)sc1C(=O)Nc1cccc(Cl)c1	3	-197	2	2	11	7	6	12
